High-throughput results deposited in PubChem by Fisher Drug Discovery Resource Center.
hcGAS inh: inhibitors of human cGAS; Q8N884; recombinant h-cGAS, ATP depletion, Kinase-Glo luminescence; inhibition, % at 12.5 µM; 290,000 tested, 0.081% active;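 also: 0% = vehicle reaction and 100% = reaction without DNA for no activity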
Target sequence (Q8N884 whole entry, looked up): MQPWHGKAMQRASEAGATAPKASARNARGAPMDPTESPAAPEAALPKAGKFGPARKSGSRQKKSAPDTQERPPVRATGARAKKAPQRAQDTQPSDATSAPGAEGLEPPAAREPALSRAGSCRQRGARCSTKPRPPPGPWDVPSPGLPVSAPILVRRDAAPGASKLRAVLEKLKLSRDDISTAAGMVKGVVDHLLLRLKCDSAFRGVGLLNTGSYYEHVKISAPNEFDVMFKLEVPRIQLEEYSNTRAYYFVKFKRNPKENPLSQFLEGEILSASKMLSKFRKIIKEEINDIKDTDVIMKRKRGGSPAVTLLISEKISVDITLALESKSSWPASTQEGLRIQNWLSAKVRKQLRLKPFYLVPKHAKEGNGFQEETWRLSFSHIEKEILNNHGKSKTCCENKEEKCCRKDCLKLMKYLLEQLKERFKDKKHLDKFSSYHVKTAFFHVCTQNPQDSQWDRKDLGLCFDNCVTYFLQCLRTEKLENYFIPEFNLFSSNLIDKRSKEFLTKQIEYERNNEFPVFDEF
mcGAS inh: inhibitors of mouse cGAS; Q8C6L5; recombinant cGAS, Kinase-Glo ATP depletion luminescence; inhibition, % at 12.5 µM; 160,000 tested, 0.15% active;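 also: 0% = negative control wells and 100% = reference inhibitor with no enzyme activity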
NPYLR7 agonist: mosquito NPYLR7 agonism; HEK293T NPYLR7/Galpha15, GCaMP6s calcium fluorescence; activation, % at 10 µM; 270,000 tested, 0.15% active; in the data active = activation above about 40%;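 also: 0% = vehicle and 100% = reference agonist at the receptor; some compounds past the cut are filed as inactive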
An asterisk follows results filed as active; nt = no result given; & = joins results of further samples. Rule as the data show it, unless noted: active = inhibition above about 40%; inactive = the rest.

SMILES | hcGAS inh | mcGAS inh | NPYLR7 agonist
CC(=O)Nc1ccc(NC(=O)CSc2ccccc2[N+](=O)[O-])cc1 | -5 | -9 | -6
CCOC(=O)c1[nH]c2ccccc2c1NC(=O)c1c(OCC)ccc2ccccc12 | -5 | -6 | 0
CN(C)CCCNc1cc(C(C)(C)C)nc2c(-c3ccccc3)cnn12 | -1 | -8 | -3
Cc1cc(C(=O)N2CCN(C3=NS(=O)(=O)c4ccccc43)CC2)ccc1[N+](=O)[O-] | -1 | -1 | 9
COc1cc(C)sc1C(=O)N1CCNCC1C(=O)NC1CC1 (centres undefined) | 2 | -9 | 0
O=C(C=Cc1cc2c(cc1[N+](=O)[O-])OCO2)NCc1ccccc1 | -4 | nt | 5
Clc1ccc(C[C@@H]2CC[C@H](CN3CCOCC3)O2)cc1 | 0 | nt | -5
FC(F)(F)CN1CCN(c2nc(-c3cccnc3)nc3ccccc23)CC1 | -5 | nt | 11
CC(C)(C)c1ccc(-n2c(=O)[nH]c3c(C(N)=O)nc(-c4ccc(Cl)cc4)nc32)cc1 | -4 | -5 | -6
CN(C(=O)c1ccn(-c2ccccc2Cl)n1)C1CCC(CO)CC1 (centres undefined) | -9 | -7 | 8
COc1cc(Nc2cnc3ccccc3n2)ccc1N1CCCC1=O | -6 | -16 | -3
COC(=O)c1c(NC(=O)Cn2cnc([N+](=O)[O-])n2)sc2c1CCC(C)C2 (centres undefined) | -5 | -4 | -11
Cc1ccc2nc(CN(C)Cc3cnc(C)[nH]3)[nH]c2c1 | -2 | nt | 7
O=C(NNC(=O)C1CCOC1)c1ccc(COc2ccc(Cl)cc2)cc1 (centres undefined) | -7 | -16 | 23
C#CCn1c(CSc2ccccc2)nc2ccccc21 | -7 | nt | -1
Cc1ccc(NC(=O)C(NCCC(=O)N2CCCC2)c2ccccc2)cc1 (centres undefined) | -2 | nt | 11
CCCn1ccnc1CN1CCCN(c2ccnc(C)c2)CC1 | -1 | nt | -10
Cc1cc(F)ccc1Oc1cc(N2CCC(N3CCCCC3)CC2)ncn1 | -1 | -6 | nt
Cc1c(S(=O)(=O)N2CC(C)CC(C)C2)c(=O)n(C)c(=O)n1C (centres undefined) | -4 | -6 | 0
NC1CCCN(C(=O)Cn2nc(-c3ccccc3)c3ccccc3c2=O)CC1 (centres undefined) | -7 | -10 | 3

Sorted by number of heavy atoms (smallest number first): five of the compounds above
SMILES | hcGAS inh | mcGAS inh | NPYLR7 agonist
C#CCn1c(CSc2ccccc2)nc2ccccc21 | -7 | nt | -1
COc1cc(C)sc1C(=O)N1CCNCC1C(=O)NC1CC1 (centres undefined) | 2 | -9 | 0
COC(=O)c1c(NC(=O)Cn2cnc([N+](=O)[O-])n2)sc2c1CCC(C)C2 (centres undefined) | -5 | -4 | -11
NC1CCCN(C(=O)Cn2nc(-c3ccccc3)c3ccccc3c2=O)CC1 (centres undefined) | -7 | -10 | 3
CC(C)(C)c1ccc(-n2c(=O)[nH]c3c(C(N)=O)nc(-c4ccc(Cl)cc4)nc32)cc1 | -4 | -5 | -6

(continued)
SMILES | hcGAS inh | mcGAS inh | NPYLR7 agonist
O=C(NCCN1CCCCC1)c1ccc(N2CCCC2c2cccnc2)nc1 (centres undefined) | -4 | nt | 4
CN(Cc1ccc2c(c1)OCCO2)Cc1cn2ccccc2c1C#N | -11 | -15 | 3
CCOC(=O)c1c(N)sc(C(=O)NC2CCCCC2)c1C | -8 | nt | -4
CN1CCN(C(=O)Oc2c3nccnc3c(O)n2-c2ccc(Cl)cn2)CC1 | -5&2&-2 | -4 | -2&-7&-5
COc1ccc(Cn2c(-c3cccc(OCc4ccccc4)c3)nc3ccccc3c2=O)c(OC)c1 | -5 | -4 | 18
COC(=O)c1cc(C2CC2)nc2c1c(-c1ccccc1)nn2C1CCS(=O)(=O)C1 (centres undefined) | -11 | nt | 12
CC(CCN1CCC(Cc2nnc(CO)n2C)CC1)c1ccccc1 (centres undefined) | -6 | -9 | 18
O=C(CSc1nc(=O)n(CCN2CCOCC2)c2c1CCCC2)Nc1nccs1 | -12 | -8 | -2
Cc1noc(C)c1CC1(C)C(=O)Nc2c(Cl)cccc21 (centres undefined) | -2 | -2 | 1
O=C(NC1(c2cccc(Br)c2)CCOCC1)c1cnc2ccccc2n1 | -10 | nt | 13
Cc1ccc(N2C=N/C(=C/N(C)C)C2=O)cc1 | 0 | nt | -1
CCn1cnnc1CCNc1ccccc1S(=O)(=O)C(F)(F)F | -6 | -16 | 6
Cc1ccc(N2N=C(Br)CC2C(=O)O)c(Br)c1 (centres undefined) | -7 | nt | -1
CC(CNC(=O)CN(C)c1ccccc1)c1ccccc1 (centres undefined) | 6 | -2 | 4
O=C1NC(=S)N/C1=C/c1cccc(Oc2ccccc2)c1 | -7 | -5 | -3
COC(=O)c1ccc(COC(CN2CCN(S(=O)(=O)c3ccccc3C#N)CC2)c2ccc(Cl)cc2)cc1 (centres undefined) | -4 | -7 | nt
CCCCOC(=O)CCc1n[nH]c(=O)[nH]c1=O | 1 | -4 | 5
N#Cc1ccc(C(=O)N2CCOC(COCc3c(Cl)cccc3Cl)C2)c(F)c1 (centres undefined) | -4 | nt | 16
O=c1c2nnn(-c3ccc(Br)cc3)c2ncn1Cc1ccc(C(F)(F)F)cc1 | -1 | -3 | -5
Cc1ccc(S(=O)(=O)N2CCN(S(=O)(=O)N3CCOCC3)CC2)c(C)c1 | -5 | nt | 10
Cc1cc(NC(=O)C(C)S(=O)Cc2ccc(Cl)s2)no1 (centres undefined) | -5 | nt | 5
O=C(/C=C/c1ccccc1F)Nc1ccc(Cl)cn1 | -2 | nt | 5
CCSc1nnc(NC(=O)c2cc3c(=O)n4cccc(C)c4nc3s2)s1 | -1 | nt | 6
Fc1cccc(Cl)c1Cn1ccnc1CNC1CC1 | 2 | -2 | -4
CC(C)N(CCNC1=NCCCCC1)C(C)C | -13 | nt | -4
O=C1NCC(=O)N2CCN(C(=O)c3ccc4cccc(F)c4n3)CC12 (centres undefined) | -9 | nt | 11
CC(C)(C)c1ccc(/C=C2\SC(=S)NC2=O)cc1 | 7 | -1 | -11
Cc1c(Cl)cccc1NC(=O)NCCn1ncccc1=O | -6 | -11 | -6
O=C(Nc1ccc(Nc2ccccc2)nc1)c1ccccc1C1CCNC1 (centres undefined) | -4 | -16 | 2
CCN(CC)C(=O)Cn1cc(C(=O)NCCCn2ccc3ccccc32)nn1 | -7 | -9 | 20
O=C(CSc1nc(=O)n(CCO)c2c1CCC2)NCc1ccccc1 | -5 | -7 | -11
O=C1CN(Cc2csc(COc3ccc(Cl)cc3)n2)CCN1 | 10 | nt | -2
COc1cc(/C=N\NC(=O)CSc2nnc(-c3ccccc3)n2-c2ccccc2)ccc1OCc1ccccc1 | -9 | nt | 1
O=C(CNC1CC1)N(Cc1ccc2c(c1)OCO2)Cc1cccs1 | -10 | nt | 2
C=CCN(Cc1cccc(F)c1)Cc1cccn1Cc1cccc(C(F)(F)F)c1 | -5 | -7 | 26
CCn1c(-c2ccco2)n[nH]c1=S | -4 | -4 | 5
CC(O)(CNC(=O)c1ccc(F)c(F)c1)c1cccs1 (centres undefined) | -6 | nt | 7
COc1cccc(-c2nc(OCC(C)C)nn2-c2cccc(NC(=O)c3ccc(C(F)(F)F)cc3)c2)c1 | 0 | 0 | -2
COc1ccc2c(c1)c1c3n2CCN(Cc2ccccc2)C3=[N+](C)CC1 | -8 | nt | 2
Cc1ccc(NC(=O)CS(=O)Cc2cccc(F)c2)cc1 (centres undefined) | -7 | nt | -4

Rewritten with values under each structure: 6 of the compounds above.
Below each compound: hcGAS inh	mcGAS inh	NPYLR7 agonist
> O=C(/C=C/c1ccccc1F)Nc1ccc(Cl)cn1
  -2	nt	5
> CCSc1nnc(NC(=O)c2cc3c(=O)n4cccc(C)c4nc3s2)s1
  -1	nt	6
> Fc1cccc(Cl)c1Cn1ccnc1CNC1CC1
  2	-2	-4
> CC(C)N(CCNC1=NCCCCC1)C(C)C
  -13	nt	-4
> O=C1NCC(=O)N2CCN(C(=O)c3ccc4cccc(F)c4n3)CC12 (centres undefined)
  -9	nt	11
> CC(C)(C)c1ccc(/C=C2\SC(=S)NC2=O)cc1
  7	-1	-11

(more compounds)
SMILES | hcGAS inh | mcGAS inh | NPYLR7 agonist
COC(=O)c1cc(CN2CCN(c3cc(C)cc(C)c3)C(=O)C2)cs1 | -5 | -10 | 6
COc1ccc(-c2nccn2CCc2c[nH]c3ccccc23)cc1O | -6 | -11 | 13
CN(C)S(=O)(=O)c1ccc(C(=O)NCCn2ncc3c(=O)n(Cc4ccccc4F)cnc32)cc1 | -4 | -6 | 0
O=C(Nc1ccc(C2SCC(=O)N2c2ccc3c(c2)OCCO3)cc1)c1ccc(F)cc1 (centres undefined) | -12 | -4 | 11
CCNC(=O)NC(=O)CN1C(=O)NC2(CCC(C)CC2)C1=O (centres undefined) | 1 | nt | 2
Cc1cc(C)nc(SCCn2c(N3CCN(C)CC3)nc3c2c(=O)n(C)c(=O)n3C)n1 | -11 | -11 | nt
COCC(=O)N1CC(CF)C2(CCN(C(=O)C(C)C)CC2)C1 (centres undefined) | 7 | 1 | nt
Cc1cccc(C)c1NC(=O)Cn1nc(-c2ccccc2)c2sc(N3CCCC3)nc2c1=O | 0 | 4 | -3
CN1CCCC1CCNc1nccc(CCC(F)(F)F)n1 (centres undefined) | -8 | -12 | -1
CC(C)[C@H](Nc1nc(C2CCCC2)nc2c1cnn2C)C(N)=O | -6 | nt | 0
O=c1c(Oc2ccc(F)cc2)c(C(F)(F)F)oc2cc(O)ccc12 | -4 | nt | 0
COCCCN(CC(=O)N(CCc1c[nH]c2ccccc12)Cc1ccc(OC)c(OC)c1)C(=O)c1cccc([N+](=O)[O-])c1 | -6 | -5 | 27
CCN(CCCNc1cncc(Br)c1)S(C)(=O)=O | -5 | nt | 1
O=C(NCc1ccco1)c1cc(=O)c(OCc2ccccc2)co1 | -11 | nt | -2
Nc1c(C(=O)Nc2ccc(F)cc2)sc2[nH]c(=O)c(C(=O)O)cc12 | 4 | 4 | -7
O=C(CCCNC(=O)C12CC3CC(CC(C3)C1)C2)Nc1cccc(Cl)c1Cl | -4 | -8 | 0
Fc1ccccc1-n1cc(-c2ccnc(NCc3ccon3)n2)cn1 | -3 | -10 | -1
COc1ccc(C)c2sc(N(CCN3CCOCC3)C(=O)c3ccc(C#N)cc3)nc12 | -7 | nt | 7
COc1cc(Cn2c(=O)n(Cc3ccccn3)c(=O)c3ncccc32)cc(OC)c1 | 4 | nt | 4
O=C(C1CCN(Cc2ccco2)CC1)N1Cc2cnn(CCO)c2C1 | -8 | -13 | 0
COc1ccc(CNCc2cc(C)cc3c(C)c(C)[nH]c23)cc1OC | -1 | nt | 10
Cc1ccc([N+](=O)[O-])cc1NC(=O)C(=O)Nc1ccc(Oc2ccccc2)cc1 | 6 | nt | -5
O=CN1CCCN(C(=O)c2ccc(-c3cc(-c4ccc(Cl)cc4)[nH]n3)cc2)CC1 | -6 | -5 | nt
O=C1C(Sc2ncnc3nc[nH]c23)CCN1c1ccccc1 (centres undefined) | -5 | -9 | -8
CC1CCCN(S(=O)(=O)c2ccc(C#N)cc2)C1 (centres undefined) | -7 | nt | 3
Cc1ccc(NC(=O)CSc2nncc(=O)[nH]2)cc1C | -4 | -7 | -3
CCNC(=O)N(C)c1c(CC)nc2c(OCCOc3ccccc3)cccn12 | -4 | -3 | 5
COCCCN(CC(=O)Nc1cc(C(C)(C)C)nn1-c1ccc(C)cc1C)C(=O)Nc1ccc(OC)cc1OC | -1 | 0 | -2
Oc1ccccc1CN1CCCC(Nc2cccc(F)c2)C1 (centres undefined) | -12 | nt | 5
CN(CC1CCN(CCc2cccc(C(F)(F)F)c2)CC1)CC1[C@H]2CNC[C@@H]12 (some centres undefined) | -4 | -5 | nt
COc1ccc(CCOc2nc(-c3cccc(OC)c3)n(-c3ccc(NC(=O)c4ccc(C(F)(F)F)cc4)cc3)n2)cc1 | -4 | -2 | 6
CCOc1ccccc1CNC(=O)CCc1cc2c(n1-c1ccc3c(c1)OCO3)-c1ccccc1CC2 | -1 | -6 | 21
O=C(NC1CCCCNC1=O)c1ccc(Cc2ccccc2)o1 (centres undefined) | -6 | -4 | -7
Cc1cc(C)c(NC(=O)Cn2c(-n3nc(C)cc3C)nc(-c3ccccc3)cc2=O)c(C)c1 | -11 | -8 | 3
CC1CN(C(=O)C2CC3CCC2C3)C(C)CN1C(=O)C1CC2CCC1C2 (centres undefined) | 0 | nt | 0
O=C1CCC(C(=O)N2CCC(OCc3ccccc3)CC2)CN1Cc1ccccn1 (centres undefined) | -8&-8 | nt | 6&1
COc1ccccc1-c1cc(C(=O)N2CCC3(CC2)OCCO3)nc2c(-c3ccccc3)c(C)nn12 | -9 | -5 | 0
CCC(=O)O[C@H]1[C@H](O[C@@H]2[C@@H](C)[C@H](O[C@H]3C[C@@](C)(OC)[C@@H](O)[C@H](C)O3)[C@@H](C)C(=O)O[C@H](CC)[C@@](C)(O)[C@H](O)[C@@H](C)C(=O)[C@H](C)C[C@@]2(C)O)O[C@H](C)C[C@@H]1N(C)C | 5&1 | nt | -11&-7
CC(C)c1ccc(Nc2cc3c(cn2)nc(-c2ccccc2)n3C)cc1 | -8 | -6 | 1
Cn1ncc2c(N(CCO)Cc3ccccc3)ncnc21 | -8 | -9 | 2
COc1ccc(N(C)S(=O)(=O)c2cnc[nH]2)cc1 | 4 | 1 | 9
CCN(Cc1nc2ccccc2c(=O)[nH]1)C(=O)CN1C(=O)NC2(CCC(C(C)(C)C)CC2)C1=O (centres undefined) | -1 | -5 | -1
CCC1(CC)CN(C(=O)CC2C(=O)NCCN2Cc2cccnc2)CCO1 (centres undefined) | -4 | nt | 20
